# Assay outcomes: PubChem BioAssay, several laboratories
# Bfl-1 inhibitors: Bfl-1 inhibitors, primary screen, biochemical, fluorescence polarization, FITC-Bid, mouse (AID 432). Bcl-2-related protein A1 (Mus musculus). FITC-Bid BH3 peptide fluorescence polarization displacement; higher % means a stronger effect. displacement, % at 20 µM, or IC50 in µM where a hit was titrated. 64,000 tested, 0.02% active; in the data active means a potency from the dose series; inactive means the rest, 99 in 100 with displacement below about 15%; further: strong numbers were not always called active
# Spn DPM-DC inh: S. pneumoniae DPM-DC inhibitors, primary screen, biochemical, PK/LDH-coupled NADH fluorescence | diphosphomevalonate decarboxylase (Streptococcus pneumoniae D39) | purified DPM-DC | calls only at 10 µM | 65,000 tested, 0.49% active | AID 556, 2006;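 active means the 320 compounds with the highest percent inhibition in the single-dose primary screen, excluding strongly autofluorescent ones, cut at about 32% in these data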;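 further: kinetic rate of NADH fluorescence loss reporting ADP formed by the decarboxylase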
# HT1080 cytotoxicity: cytotoxicity in HT1080 fibrosarcoma cells, cell-based, fluorescence readout (AID 620); one-dose cytotoxicity, % at 10 µM; EC50 in µM for titrated hits; 87,000 tested, 0.42% active; HT1080 viability, fluorescence; higher % means a stronger effect;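 further: cells exposed to compound overnight then 4 h with Alamar Blue; 0% = vehicle DMSO and 100% = killing control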
# MK inhibit: S. pneumoniae MK inhibitors, primary screen, biochemical, PK/LDH-coupled NADH absorbance | purified MK, PK/LDH-coupled NADH absorbance 340 nm | inhibition, % at 10 µM | 65,000 tested, 0.48% active;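 active means ranked among the strongest by inhibition in the single 10 µM screen, a fixed top-ranked set picked for dose follow-up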; further: no value below 0 was filed
# LYP inhibition: LYP phosphatase inhibitors, primary screen, biochemical, DiFMUP fluorescence, recombinant catalytic domain, 10 µM (AID 606). inhibition, % at 10 µM, or IC50 in µM where a hit was titrated. Tyrosine-protein phosphatase non-receptor type 22 (Homo sapiens). 52,000 tested, under 10 active. recombinant LYP catalytic domain, DiFMUP fluorescence; higher % means a stronger effect;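 active means IC50 under 40 µM in the dose-response test; inactive means IC50 of 40 µM or more, or never dose-tested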
# HPDE-C7K KRASV12: cytotoxicity in KRAS-transformed pancreatic duct cells, primary screen, cell-based, fluorescence, HTS (AID 431). HPDE-C7K KRASV12 cells, Alamar Blue viability, 48 h; higher % means a stronger effect. one-dose cytotoxicity, % at 10 µM; EC50 in µM for titrated hits. 63,000 tested, 1.7% active;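 active means compounds whose percent cytotoxicity in the single-dose primary screen, scaled between solvent and toxic-drug controls, exceeds 50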;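 further: 0% = DMSO solvent wells and 100% = doxorubicin-treated wells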
# PMK inhibit: S. pneumoniae PMK inhibitors, primary screen, biochemical, mevalonate pathway, pilot trial included; AID 539, 2006; 65,000 tested, 0.49% active; purified PMK, PK/LDH-coupled NADH absorbance 340 nm; phosphomevalonate kinase (Streptococcus pneumoniae D39); inhibition, % at 10 µM;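 active means top-ranked compounds by inhibition in the single 10 µM screen, taking a fixed number of the strongest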;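 further: 0% = full reaction with DMSO carrier and 100% = background rate without enzyme reaction; no value below 0 was filed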
# TNAP inhibition: human TNAP enzyme inhibitors, biochemical, luminescent (AID 518) | purified TNAP enzyme, luminescent substrate readout; higher % means a stronger effect | inhibition, % at 20 µM, or IC50 in µM where a hit was titrated | 64,000 tested, 0.09% active; in the data active means a potency from the dose series; inactive means the rest, 99 in 100 with inhibition below about 22%;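 further: plate controls were vehicle for no effect and reference inhibitor for full effect; many of its hits are not listed in these tables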
# HPDE-C7 cytotoxicity: cytotoxicity in HPDE-C7 cells, cell-based, fluorescence, HTS (AID 430); HPDE-C7 pancreatic duct cells viability, fluorescence; higher % means a stronger effect; cytotoxicity, % at 10 µM, or EC50 in µM where a hit was titrated; 63,000 tested, 1.8% active;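 further: cells exposed to compound for 48 hours before viability readout; 0% = vehicle and 100% = reference cytotoxic drug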
# PMK inhibit pilot replicates: recorded beside PMK inhibit, whose call it bears; inhibition, %; measured here: pilot screen replicates
# MK inhibit pilot replicates: recorded beside MK inhibit, whose call it bears; inhibition, %; measured here: pilot screen replicates
# Spn DPM-DC inh pilot screen %: also measured in Spn DPM-DC inh; calls as there; inhibition, %; measured here: pilot screen trials
# Starred values were filed as active, the others as inactive; i = inactive; nt = no result given. Unless noted, no stated cut-off is given here; in the data, active means cytotoxicity above about 50%; inactive means the rest. An unsorted share of the library. Share with any hit: about 3.4%.
# The opening 4 entries, to show the layout:
SMILES,Bfl-1 inhibitors,Spn DPM-DC inh,HT1080 cytotoxicity,MK inhibit,LYP inhibition,HPDE-C7K KRASV12,PMK inhibit,TNAP inhibition,HPDE-C7 cytotoxicity,others
CC(=O)NC1CC2CCCC(C1)N2S(=O)(=O)c1cccc(F)c1 (stereo not drawn),-4.4%,i,1.9%,0.0,0.6%,-1.2%,22.0,-0.2%,-4.3%,
COc1ccc(CCNC(=O)c2c(O)c3c([nH]c2=O)CCCC3)cc1OC,3.1%,i,6.6%,7.0,nt,5.4%,7.0,6.3%,1.2%,
NS(=O)(=O)c1ccc(S(=O)(=O)N(Cc2ccccc2F)CC2CCCO2)cc1 (stereo not drawn),-4.2%,i,-10.8%,7.0,nt,4.0%,0.0,21.6%,-0.3%,
CCN(CC)S(=O)(=O)c1ccc2oc(C(=O)Nc3ccc(OC)cc3OC)c(C)c2c1,0.7%,i,7.4%,0.0,4.5%,1.8%,9.0,9.3%,-19.9%,

# Results, from the start:
SMILES,Bfl-1 inhibitors,Spn DPM-DC inh,HT1080 cytotoxicity,MK inhibit,LYP inhibition,HPDE-C7K KRASV12,PMK inhibit,TNAP inhibition,HPDE-C7 cytotoxicity,others
CC(=O)NC1CC2CCCC(C1)N2S(=O)(=O)c1cccc(F)c1 (stereo not drawn),-4.4%,i,1.9%,0.0,0.6%,-1.2%,22.0,-0.2%,-4.3%,
COc1ccc(CCNC(=O)c2c(O)c3c([nH]c2=O)CCCC3)cc1OC,3.1%,i,6.6%,7.0,nt,5.4%,7.0,6.3%,1.2%,
NS(=O)(=O)c1ccc(S(=O)(=O)N(Cc2ccccc2F)CC2CCCO2)cc1 (stereo not drawn),-4.2%,i,-10.8%,7.0,nt,4.0%,0.0,21.6%,-0.3%,
CCN(CC)S(=O)(=O)c1ccc2oc(C(=O)Nc3ccc(OC)cc3OC)c(C)c2c1,0.7%,i,7.4%,0.0,4.5%,1.8%,9.0,9.3%,-19.9%,
COC(=O)C1=C(C)NC2=C(C(=O)CCC2)C1c1cccc(C)n1 (stereo not drawn),-6.8%,nt,8.2%,11.0,2.2%,-17.3%,7.0,11.0%,-12.5%,
C[C@H](C(=O)C=[N+]=[N-])N1C(=O)c2ccccc2C1=O,1.0%,i,7.7%,8.0,19.4%,-36.9%,14.0,4.6%,-23.2%,
Cc1c(NC(=O)CN2C(=O)c3ccccc3S2(=O)=O)c(=O)n(-c2ccccc2)n1C,nt,i,-2.6%,9.0,7.2%,nt,6.0,nt,nt,
Cc1ccc(N(CC(=O)Nc2ccc(C)cn2)S(=O)(=O)c2c(C)nn(C)c2C)cc1,-3.2%,i,-4.7%,5.0,7.1%,11.0%,20.0,9.7%,6.0%,
CCOC(=O)N1CCC(N2Cc3cccc(C(=O)Nc4cc(F)ccc4F)c3C2=O)CC1,-1.7%,i,-5.0%,15.0,-0.7%,4.6%,3.0,6.4%,-8.4%,
Cc1ccc2c(c1)N(C(=O)CCC(=O)N1CCc3ccccc3C1)CCO2,-4.7%,i,nt,10.0,nt,4.3%,11.0,5.6%,2.5%,
COc1ccc(CCCc2nnc(SCC(=O)Nc3nccs3)n2C)cc1C,-5.6%,i,5.0%,7.0,3.5%,-0.1%,0.0,7.4%,-11.2%,
O=C(NCc1cccs1)C1CCN(S(=O)(=O)c2ccc(Br)s2)CC1,1.7%,i,nt,2.0,3.9%,-11.9%,14.0,-0.6%,-0.2%,
O=C(NCCc1ccccc1)c1nc2c(nnn2Cc2ccccc2Cl)c(=O)[nH]1,8.9%,i,-1.5%,2.0,20.2%,0.6%,9.0,3.7%,1.2%,
O=S(=O)(c1ccccc1)N1CCN(c2ncnc3sc(-c4ccccc4)cc23)CC1,-6.1%,nt,-1.6%,1.0,nt,4.7%,2.0,9.8%,9.7%,
O=C(NC1CCCc2ccccc21)C1CCN(S(=O)(=O)c2cccc3nonc23)CC1 (stereo not drawn),7.1%,i,nt,4.0,7.3%,-8.9%,0.0,11.6%,-29.1%,
CCOc1ccc(N(CC)S(=O)(=O)c2ccc3c(c2)oc(=O)n3C)cc1,-1.0%,i,-1.6%,3.0,nt,0.1%,13.0,12.8%,-8.4%,
CSc1ccc2[nH]c(=O)cc(C)c2c1,0.2%,nt,9.8%,2.0,nt,-15.6%,1.0,11.7%,-19.6%,
CCOC(=O)N1CCN(C(=O)CN(C)S(=O)(=O)c2ccc(OC)c(OC)c2)CC1,6.1%,i,2.5%,0.0,1.7%,-1.6%,6.0,2.0%,-5.7%,PMK inhibit pilot replicates=3.5;MK inhibit pilot replicates=0.0;Spn DPM-DC inh pilot screen %=3.0
COC(=O)c1cc(Br)c(=O)n(CCN2CCCCC2)c1,7.6%,i,3.0%,3.0,4.8%,-17.3%,10.0,12.7%,-5.8%,
COC(=O)C(NC(=O)C(NC(=O)c1ccccc1)C(C)C)C(C)C (stereo not drawn),6.4%,i,0.1%,2.0,1.8%,-12.3%,6.0,5.5%,-11.4%,
COC(=O)C1=C(C(=O)c2ccccc2)C(c2ccc(OC)c(OC)c2)Nc2nnnn21 (stereo not drawn),-7.9%,i,-2.2%,0.0,-49.7%,-16.3%,5.0,1.2%,-12.1%,
CCOC(=O)Nc1ccc(S(=O)(=O)N2CCOCC2)cc1,-4.6%,i,20.7%,7.0,14.1%,-0.9%,0.0,3.9%,-15.8%,
CCCc1[nH]nc2c1C(c1ccc(Br)s1)C(C#N)=C(N)O2 (stereo not drawn),-9.2%,i,2.4%,2.0,-2.9%,7µM*,4.0,4.9%,5.48µM*,
O=S(=O)(NCC1CCN(S(=O)(=O)c2ccccc2)CC1)c1ccccc1,0.7%,i,-2.8%,0.0,nt,-2.0%,0.0,16.8%,6.6%,
COC(=O)C(C)Oc1ccc2c3c(c(=O)oc2c1)CCCCC3 (stereo not drawn),0.4%,nt,-7.2%,0.0,-3.4%,7.1%,2.0,10.7%,-2.7%,PMK inhibit pilot replicates=1.5;MK inhibit pilot replicates=0.0
COC(=O)c1cc(OC)c(OC)cc1NC(=O)c1ccc(Br)o1,1.1%,i,-1.9%,8.0,11.3%,3.6%,16.0,11.2%,1.9%,PMK inhibit pilot replicates=1.0;MK inhibit pilot replicates=3.0;Spn DPM-DC inh pilot screen %=7.0
Cc1ccc2c(c1)nnn2C1CCN(S(C)(=O)=O)CC1,-5.3%,i,28.0%,0.0,11.7%,-19.3%,5.0,11.6%,-11.9%,
CC1CCN(S(=O)(=O)c2ccc(NC(=O)CSc3ncccc3C(=O)O)cc2)CC1,2.8%,i,2.9%,7.0,-2.4%,3.3%,2.0,8.1%,0.2%,
CCCCOc1ccc(CSc2ncn[nH]2)cc1,-0.5%,i,1.7%,7.0,-1.0%,5.9%,0.0,-18.0%,9.5%,
O=c1c2ccccc2nc2n1CCCCC2,-3.3%,i,-4.1%,7.0,nt,-5.1%,8.0,7.7%,-6.0%,
Cc1ccc2oc(=O)n(CCCOc3ccccc3)c2c1,-2.1%,i,-4.8%,2.0,13.0%,-3.1%,14.0,7.3%,-0.8%,
Cc1ccc(N(CC(=O)N2CCN(c3ccc(F)cc3)CC2)S(=O)(=O)c2c(C)nn(C)c2C)cc1,1.2%,i,1.5%,8.0,-7.6%,0.3%,4.0,8.6%,-12.8%,
CCOC(=O)Cn1cc(C(=O)OC)c2ccccc21,-5.8%,i,2.7%,1.0,nt,0.6%,12.0,6.2%,7.5%,
O=C(CN1CCN(C(=O)c2cccs2)CC1)NC1CCCCC1,-3.7%,i,1.2%,0.0,9.9%,-4.4%,17.0,8.1%,-3.4%,
COc1ccc(C(=O)CN2C3=NCCCN3c3ccccc32)cc1OC,-6.7%,i,nt,14.0,6.0%,-1.6%,16.0,13.2%,8.5%,PMK inhibit pilot replicates=3.5;MK inhibit pilot replicates=8.5;Spn DPM-DC inh pilot screen %=0.0
O=C(NCc1ccco1)c1ccc2c(=O)n(CC3CCCO3)c(=S)[nH]c2c1 (stereo not drawn),3.9%,i,-2.3%,5.0,8.1%,14.6%,10.0,9.6%,10.3%,PMK inhibit pilot replicates=0.0;MK inhibit pilot replicates=0.0;Spn DPM-DC inh pilot screen %=0.0
Cc1nc2ccccc2c(=O)n1NC(=O)Nc1ccccc1,-2.1%,i,6.0%,6.0,2.7%,0.1%,1.0,12.4%,-8.3%,PMK inhibit pilot replicates=1.5;MK inhibit pilot replicates=1.0;Spn DPM-DC inh pilot screen %=0.0
CN(CC(=O)NCC1CCCO1)S(=O)(=O)c1cc(Cl)ccc1Cl (stereo not drawn),-1.8%,i,4.8%,1.0,6.9%,-4.4%,13.0,2.4%,-16.9%,
Cc1ccc(CC2CC(=O)N(CCc3ccc4c(c3)OCO4)C2=O)cc1 (stereo not drawn),4.2%,i,0.0%,3.0,13.7%,-15.6%,0.0,16.1%,-3.7%,
CS(=O)(=O)N1CCCC(C(=O)N2CCOCC2)C1 (stereo not drawn),-0.5%,i,-1.3%,0.0,14.4%,2.7%,30.0,15.1%,7.8%,PMK inhibit pilot replicates=0.0;MK inhibit pilot replicates=0.0;Spn DPM-DC inh pilot screen %=1.0
C=CCOc1ccc(Cl)cc1C(=O)O,7.6%,i,-5.0%,7.0,7.8%,4.2%,5.0,12.0%,6.9%,
COCCCN1C(=O)C(=O)/C(=C(/O)c2ccc(OC(C)C)cc2)C1c1cccnc1 (stereo not drawn),10.7%,i,-8.7%,4.0,nt,-1.8%,3.0,7.3%,-12.7%,
C=CCn1c(CC(=O)OC)csc1=Nc1ccc(C(C)=O)cc1,-1.0%,i,5.0%,3.0,nt,5.9%,4.0,6.3%,-3.2%,
CCn1c(SCC(=O)N2CCOCC2)nc(O)cc1=O,-0.5%,i,-10.4%,10.0,-4.8%,7.7%,7.0,3.9%,0.6%,
CC(C)(C#N)C(C)(C)c1nn[nH]n1,-4.3%,i,-2.9%,3.0,17.5%,-16.2%,4.0,7.8%,-4.0%,
Cc1ccc(C)c(NC(=O)CSc2n[nH]c(-c3ccncc3)n2)c1,-7.0%,i,-11.8%,8.0,11.3%,-1.5%,4.0,2.0%,2.2%,
CN(CC(=O)Nc1ccc(F)c(F)c1F)c1cnccn1,0.3%,i,8.3%,2.0,8.4%,1.3%,15.0,4.9%,4.4%,
Cn1c(=O)c2c(nc(NCc3ccc4c(c3)OCO4)n2Cc2ccccc2Cl)n(C)c1=O,4.4%,i,2.4%,9.0,nt,2.8%,2.0,10.1%,-1.2%,
O=C(C1CC1)N1CCc2cc(Br)cc(S(=O)(=O)NCCCN3CCCC3)c21,-13.8%,i,-6.2%,5.0,nt,1.3%,18.0,7.6%,0.6%,
Cc1cccc(OCCn2c(NC(=O)c3ccco3)nc3ccccc32)c1,-1.1%,i,5.5%,5.0,6.0%,-11.2%,5.0,14.1%,-7.8%,
